FadD28 binding – blocks FadD28 binding to the bisubstrate probe | fluorescence polarization | inhibition, % at 12.5 µM | actives 0.22% (n = 360,000) | AID 588549; in the data active = inhibition above about 8.5%, passing the limit was not always enough; inconclusive = no clear call, values can overlap the other calls
Rv3671c inh – inhibitors of M. tuberculosis serine protease Rv3671c; P9WHR9; inhibition, % at 5.96 µM; actives 0.048% (n = 320,000); in the data active = inhibition above about 38%;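 note: extracellular domain of Rv3671c used as enzyme; 0% = enzyme with DMSO and 100% = no enzyme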
BioA inh – inhibitors of Mycobacterium tuberculosis BioA enzyme; actives 0.096% (n = 360,000); inhibition, % at 9.99 µM; AID 602481; purified M. tuberculosis BioA enzyme, plate reader; in the data active = inhibition above about 40%; inconclusive = no clear call, values can overlap the other calls
PrPC surface inh – cell surface PrPC inhibition, primary TR-FRET screen; actives 0.43% (n = 370,000); P04156; TR-FRET read-out; inhibition, % at 13.8 µM; in the data active = inhibition above about 24%; note: 0% = median of the test wells and 100% = reference compound wells
BoNT F protease – blocks Botulinum neurotoxin F light chain protease. actives 0.22% (n = 360,000). inhibition, % at 10 µM. AID 588497. Multiplex microsphere protease cleavage assay, flow cytometry; in the data active = inhibition above about 35%, passing the limit was not always enough; inconclusive = no clear call, values can overlap the other calls; note: plate controls were buffer without enzyme for full effect and enzyme alone for no effect
GDH-TPI inh – counter-screen for M. tuberculosis FBA inhibitors: GDH-TPI coupled enzymes. GDH-TPI coupled enzyme counterscreen, NADH absorbance. inhibition, % at 4.8 µM. actives 1.2% (n = 360,000). AID 588335; in the data active = inhibition above about 30%;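 note: 0% = DMSO wells and 100% = wells lacking the enzyme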
MazF activator – increases E. coli MazEF RNase cleavage of RNA | P0AE70 | FAM/BHQ RNA-DNA oligo cleavage fluorescence, 5 h | activation, % at 20 µM | actives 0.32% (n = 350,000); in the data active = activation above about 50%
Target sequence (P0AE70 whole entry, looked up): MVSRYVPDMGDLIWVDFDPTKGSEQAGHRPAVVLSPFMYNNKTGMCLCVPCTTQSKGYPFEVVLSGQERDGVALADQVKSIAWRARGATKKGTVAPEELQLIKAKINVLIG
UGM FP inh – inhibitors of M. tuberculosis UDP-galactopyranose mutase; purified UGM, fluorescence polarization probe displacement; AID 504406; actives 0.06% (n = 320,000); inhibition, % at 10 µM; P9WIQ1; in the data active = inhibition above about 10%, passing the limit was not always enough; inconclusive = no clear call, values can overlap the other calls
Target sequence (P9WIQ1 whole entry, looked up): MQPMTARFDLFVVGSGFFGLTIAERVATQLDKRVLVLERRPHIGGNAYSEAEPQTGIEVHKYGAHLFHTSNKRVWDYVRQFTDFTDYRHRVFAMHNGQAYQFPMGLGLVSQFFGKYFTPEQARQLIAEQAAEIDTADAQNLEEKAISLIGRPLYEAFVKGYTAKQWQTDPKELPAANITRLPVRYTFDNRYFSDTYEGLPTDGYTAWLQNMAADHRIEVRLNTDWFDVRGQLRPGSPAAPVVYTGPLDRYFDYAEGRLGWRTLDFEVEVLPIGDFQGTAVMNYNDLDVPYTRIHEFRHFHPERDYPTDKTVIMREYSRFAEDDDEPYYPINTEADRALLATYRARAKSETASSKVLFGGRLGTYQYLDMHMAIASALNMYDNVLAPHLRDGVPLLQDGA
Mtb FBA inh – Mtb fructose-bisphosphate aldolase inhibition; AID 588726; purified M. tuberculosis FBA, fluorescence read-out; P9WQA3; inhibition, % at 1 µM; actives 2.3% (n = 360,000); in the data active = inhibition above about 27%;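 note: 0% = vehicle and 100% = reference inhibitor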
Target sequence (P9WQA3 whole entry, looked up): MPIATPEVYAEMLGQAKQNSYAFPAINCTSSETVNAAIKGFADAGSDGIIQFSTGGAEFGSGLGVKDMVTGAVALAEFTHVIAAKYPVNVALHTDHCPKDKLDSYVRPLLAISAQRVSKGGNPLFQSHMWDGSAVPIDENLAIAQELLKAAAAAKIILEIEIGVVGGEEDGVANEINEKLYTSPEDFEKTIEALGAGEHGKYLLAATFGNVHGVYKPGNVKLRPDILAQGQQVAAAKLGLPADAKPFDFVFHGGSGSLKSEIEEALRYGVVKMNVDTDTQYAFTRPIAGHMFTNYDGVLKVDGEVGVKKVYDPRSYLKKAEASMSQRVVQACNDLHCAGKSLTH
The depositor's hits bear a star; ? = inconclusive; nt = no result given.

structure,FadD28 binding,Rv3671c inh,BioA inh,PrPC surface inh,BoNT F protease,GDH-TPI inh,MazF activator,UGM FP inh,Mtb FBA inh
O=C1CCN(C(=O)CNC(=O)Cc2ccccc2)CC1,-1.6,-5,nt,3,2,1,6,-1.6,3
O=C1C=C(c2ccc(F)nc2)CCC1,0.6,5,-0.6,2,-4,-6,4,-1.1,-2
CN(CCC#N)C(=O)COC(=O)c1ccc(Cl)c(S(N)(=O)=O)c1,-1.6,1,-1.5,1,-1,-8,5,1.6,2
CC(O)(c1ccccc1)c1nc(-c2cccc(C#N)c2)cs1 (stereo not given),-3.1,nt,-1.3,-5,5,2,nt,nt,3
CCOc1ccccc1CN1C(=O)C2(OCCO2)c2ccccc21,-4.1,-3,1.4,-5,?,-3,-2,0.4,1
CC(NC(=O)COC(=O)c1ccc(S(=O)(=O)N2CCOCC2)cc1)c1ccccc1 (stereo not given),-0.6,0,-0.5,-1,14,4,-1,0.1,4
C=CCSc1n[nH]c(-c2ccc(OC)cc2)n1,-3.4,2,-0.3,9,3,0,6,1.2,1
CN1CCN(NC(=O)c2cn(-c3ccccc3)nc2-c2cccc(Br)c2)CC1,-3.5,-3,2.3,2,0,-3,8,-1.7,-1
Cc1oc(-c2ccc(Cl)cc2)cc1C(=O)/C(C#N)=C/Nc1ccccc1,-5.7,-2,nt,-1,8,13,-20,-2.2,0
COc1ccccc1N1CCN(C(=O)C2CCCN(c3ncnc4c3nc3n4CCCCC3)C2)CC1 (stereo not given),-2.0,-6,2.8,-1,0,2,10,2.5,-2
C=CCn1c(N2CCCCCC2)nc2c1c(=O)[nH]c(=O)n2C,-0.7,-16,-1.3,-3,6,-1,4,-1.0,3
CCCCC(c1nnnn1C1CCCC1)N1CCN(C2CCCCC2)CC1 (stereo not given),-2.9,5,-2.0,6,-5,9,1,-0.6,1
O=C(CCNS(=O)(=O)c1cccc2nonc12)NCc1cccs1,-0.6,-7,-0.6,-20,7,-12,-4,-0.8,-1
Cc1ccc(S(=O)(=O)N2CCN(C(=O)COC(=O)CCCOc3ccccc3)CC2)c(C)c1,nt,-7,-1.1,-3,-8,-6,4,0.9,-3
Cc1cccn2c(=O)c3cc(C#N)c(=NC(=O)c4cccs4)n(CC(C)C)c3nc12,-1.7,0,nt,-3,?,1,26,-0.1,35*
Cc1cc(=O)c(C(=O)O)cn1Nc1ccc(F)cc1,-1.0,5,-1.1,-4,5,-2,1,1.7,-1
NC(N)=N/N=C/c1ccc(Cl)c(Cl)c1,-7.1,0,0.4,4,?,-4,15,-0.8,-1
CCOc1ccc(-n2c(C)c3c(C)nnc(C)c3c2C)cc1,-2.5,nt,-0.5,5,-15,7,4,nt,4
CN1C(=O)C(=O)/C(=C(/O)c2ccc(Br)cc2)C1c1ccc(F)cc1 (stereo not given),-2.5,-7,-0.3,5,?,28,5,7.6,0
O=C(Nc1cccnc1)c1sc(Nc2ccccc2F)nc1-c1ccccc1,0.7,-3,nt,0,-4,8,29,-2.1,10
COc1cccc(NC(=O)[C@@H](NC(=O)N2CCn3c2nc2ccccc23)C(C)C)c1,-0.1,-8,nt,5,-13,0,4,2.6,0
CC(C)c1ccc(N(CC(=O)NCCc2ccccc2)C(=O)c2csnn2)cc1,0.4,2,0.9,2,1,0,0,-2.1,-1
CC(=O)N1N=C2C3CCN(CC3)C2C1c1ccccc1 (stereo not given),2.1,-1,-0.8,-10,1,5,-1,0.8,-1
O=C(/C=C/c1ccco1)N1CCc2ccccc21,-0.7,-12,0.8,-4,0,20,-3,-0.8,-4
CC(OC(=O)c1ccncc1)C(=O)Nc1cccc(Cl)c1 (stereo not given),-3.3,1,nt,6,-4,-3,-2,-0.7,0
CC1=CC(C)(C)NC(=S)N1c1cc(C)cc(C)c1,-2.7,3,nt,4,1,1,5,-0.2,-2
Cc1sc2ncn(CC(=O)NCCCC(=O)N3CCN(c4ccccc4F)CC3)c(=O)c2c1C,-1.4,7,-0.7,-4,3,5,-1,-0.2,-1
CN(C)CCCNc1cc(C(C)(C)C)nc2c(-c3ccc(Cl)cc3)cnn12,-4.5,4,0.8,0,-28,6,-23,-0.8,14
COc1cccc(C(=O)NC(=S)Nc2ccc3[nH]c(=O)[nH]c3c2)c1,-4.8,-25,-1.8,5,-13,11,8,-2.2,0
O=C1NC(=O)C2(CCCC2)N1,-0.4,nt,nt,1,6,6,4,nt,0
Cc1ccc(-n2nc3c(=O)n(C(C)C(=O)NCCCc4ccccc4)nc(C)c3c2C)cc1 (stereo not given),-0.6,-12,18,3,1,0,4,-0.4,-2
COc1cccc(CC2(CO)CCCN(CC3=Cc4cc(Cl)ccc4OC3)C2)c1 (stereo not given),-7.4,-9,-1.6,0,-4,0,-15,0.0,-2
C[C@@H]1CCCCCCCCC(=O)OCCN1C(=O)OC(C)(C)C,-4.2,4,-0.7,-2,0,0,5,2.0,-1
CC(C)C[C@@H](CN)NC(=O)c1nc[nH]c1C(=O)N[C@@H](C)C(=O)CNC[C@H](C)NC(=O)c1nc[nH]c1C(=O)N[C@@H](CC(C)C)C(=O)O,-1.9,nt,-0.9,-5,-5,1,3,nt,-2
CCOc1ccc2c(c1)c(N=NC(=N)N)c(O)n2C,-3.1,3,-1.0,-14,-6,17,-1,-1.6,-7
CCOc1ccc(N(C(=O)CNC(=O)c2ccco2)C(C(=O)NC2CCCC2)c2ccncc2)cc1 (stereo not given),-0.8,-18,nt,3,-2,-2,-7,-2.6,-4
COc1ccc(/C=C/C(=O)NC(=S)NNC(=O)c2cccs2)cc1OC,-3.0,13,-0.8,7,-1,21,2,-1.8,2
CCOC(=O)c1ccccc1N/C=C/C(=O)c1ccccc1,1.0,3,1.0,2,-8,23,8,0.0,12
Cc1nn(-c2ncc(C(F)(F)F)cc2Cl)c(=O)n1-c1c(F)cccc1F,-3.8,5,nt,-2,-8,-8,-3,2.6,-1
Cc1ccc(S(=O)(=O)N2CCOCC2)cc1NC(=O)CNCc1ccccc1Cl,-1.7,nt,0.1,2,?,15,0,nt,4
COc1cc(C(=O)Nc2ccc(NC(=O)c3ccccc3)nc2)cc(OC)c1OC,-1.5,2,-0.6,9,14,0,-1,-2.3,1
COc1ccc(-c2csc(NC(=O)c3ccc(S(=O)(=O)N4CCc5ccccc5C4)cc3)n2)c(OC)c1,-0.8,-53,nt,1,-10,12,-11,-0.9,2
CN(CC(=O)Nc1ccc(Cl)c(C(F)(F)F)c1)C(=O)C1CSC2(C)CCC(=O)N12 (stereo not given),-4.3,10,2.9,-4,8,-7,2,-3.3,4
O=C(O)CNC(=O)C1(NC(=O)OCc2ccccc2)CCCC1,-0.4,nt,-0.4,4,3,5,6,nt,4
CCOC(=O)N1CCN(C(=S)Nc2cc(S(=O)(=O)N3CCOCC3)ccc2Cl)CC1,-0.7,-4,-0.6,3,-4,-1,8,-3.2,3
O=C(NCCN1CCOCC1)c1cc(-c2cccc(O)c2)on1,-3.4,-4,7.7,0,0,-4,9,1.6,-11
COCCCn1c(SCC(=O)N2CCCCC2C)nnc1-c1ccco1 (stereo not given),-1.6,3,-1.3,-2,1,9,3,-0.2,3
CCc1cc2c(=O)n(-c3ccccc3)c(SCC(=O)O)nc2s1,-5.6,0,-0.7,-1,?,7,9,1.3,0
O=c1c2c(nc3n1CCCCC3)-c1ccccc1CC21CCCCC1,-1.2,-5,-2.3,0,5,6,1,1.0,1
O=C(COc1ccc(Cl)cc1)NNC(=O)C(=O)N1CCCCC1,-1.6,-3,-0.9,-2,10,20,7,2.8,4
CN(C)CCCNc1nc2cc(-c3ccc4c(ccn4C)c3)sc2c(=O)n1C,-4.7,nt,1.1,-3,-22,11,nt,nt,18
CCOc1ccc(C2C(C(=O)c3cccs3)=C(O)C(=O)N2Cc2cccnc2)cc1 (stereo not given),-2.7,2,nt,-1,-9,2,-1,-3.2,2
Cc1cc(N2CCN(c3ccc([N+](=O)[O-])c4cccnc34)CC2)c2ccccc2n1,0.1,-2,nt,nt,-3,6,30,2.4,-7
CC(=O)Nc1c(O)nc(SCC(=O)Nc2ccc(C(C)=O)cc2)[nH]c1=O,0.1,-4,2.9,-3,10,13,-2,-0.9,4
COc1ccc(-c2cn(CCC(=O)O)c(C)n2)cc1,-3.2,6,0.1,2,-7,-1,4,1.5,-1
OC(c1cc(F)cc(Cl)c1)c1ncc(-c2cccc(C(F)(F)F)c2)[nH]1 (stereo not given),-6.6,nt,0.0,-2,-9,2,nt,nt,-1
Cc1ccc(OCC(=O)Nc2cc(C)on2)c([N+](=O)[O-])n1,-1.1,0,1.3,-21,-4,-1,0,-0.4,-1
CCN(CC)S(=O)(=O)c1ccc(N2CCOCC2)c(NC(=O)c2cccc(C#N)c2)c1,-2.4,2,nt,-3,-4,4,-6,0.9,3
CC(=O)Nc1ccc(NC(=O)COc2ncnc3ccccc23)cc1,-2.9,-4,nt,2,2,-2,-11,0.0,2
COc1cccc(NC(=O)CN(C)C(=O)c2cc(S(=O)(=O)NCc3ccccc3)ccc2C)c1,-8.7,-14,-1.3,-2,-6,2,5,1.2,0

Overlap with the part before: 4 compounds; new compounds follow.
structure,FadD28 binding,Rv3671c inh,BioA inh,PrPC surface inh,BoNT F protease,GDH-TPI inh,MazF activator,UGM FP inh,Mtb FBA inh
Cc1ccc(OCC(=O)Nc2cc(C)on2)c([N+](=O)[O-])n1,-1.1,0,1.3,-21,-4,-1,0,-0.4,-1
CCN(CC)S(=O)(=O)c1ccc(N2CCOCC2)c(NC(=O)c2cccc(C#N)c2)c1,-2.4,2,nt,-3,-4,4,-6,0.9,3
CC(=O)Nc1ccc(NC(=O)COc2ncnc3ccccc23)cc1,-2.9,-4,nt,2,2,-2,-11,0.0,2
COc1cccc(NC(=O)CN(C)C(=O)c2cc(S(=O)(=O)NCc3ccccc3)ccc2C)c1,-8.7,-14,-1.3,-2,-6,2,5,1.2,0
Cn1c2c(c(=O)n(C)c1=O)[C@@H]1c3c(ccc4ccccc34)OC[C@@H]1CO2,-0.1,-3,-0.1,4,1,3,1,1.8,0
NC(=O)CSc1nc2cc3c(cc2c(=O)n1CCCC(=O)NCc1ccc2c(c1)OCO2)OCO3,-0.2,-2,0.3,4,-8,13,5,-0.3,2
COc1ccccc1NCC(=O)N/N=C/c1cccnc1,-2.6,11,nt,6,-3,2,-14,3.4,2
CC1Oc2ccccc2N(CC(=O)N2CCCc3ccccc32)C1=O (stereo not given),-1.9,-7,-3.7,0,13,0,-12,2.0,0
CC(C)(C)NC(=O)c1cc(F)c(F)cc1Cl,0.4,8,-2.4,-5,4,5,-4,-0.1,-1
COc1ccc(NC(=O)COC(=O)/C=C/c2ccc(OC)c(S(=O)(=O)N3CCOCC3)c2)cc1,1.0,-12,1.8,-4,1,10,-9,-0.9,-1
C/C(=N\Nc1cccc(C(F)(F)F)c1)c1ccc(O)cc1,-4.7,6,nt,-1,-5,5,7,1.9,1
O=C(CNC(=O)c1cccs1)OCC(=O)c1ccc([N+](=O)[O-])cc1,-0.7,-10,nt,-9,17,-3,-1,0.5,2
C/C=C/C(=O)OCC(=O)Nc1cc(-c2cc(C)c(C)cc2C)nn1-c1ccccc1,-5.5,-9,-0.2,0,3,0,1,-0.5,-3
Cc1ccc(C(=O)N/N=C/c2ccc(OC(=O)c3ccccc3Cl)cc2)cn1,-3.4,-82,-3.6,1,0,14,3,0.7,0
CCN(CC)CCn1c2ccccc2c2cnc(N=CN(C)C)c(C#N)c21,-1.1,8,1.0,0,-3,25,8,0.5,9

Quoted from the listing.
Result for `Cc1ccc(S(=O)(=O)N2CCOCC2)cc1NC(=O)CNCc1ccccc1Cl` under BioA inh: 0.1
Result for `Cc1ccc(-n2nc3c(=O)n(C(C)C(=O)NCCCc4ccccc4)nc(C)c3c2C)cc1` (stereo not given) under PrPC surface inh: 3

Rewritten with two lines to a compound: part of the list above
Results follow in this order: FadD28 binding, Rv3671c inh, BioA inh, PrPC surface inh, BoNT F protease, GDH-TPI inh, MazF activator, UGM FP inh, Mtb FBA inh
COc1ccccc1NCC(=O)N/N=C/c1cccnc1
 : -2.6, 11, nt, 6, -3, 2, -14, 3.4, 2
CC(C)(C)NC(=O)c1cc(F)c(F)cc1Cl
 : 0.4, 8, -2.4, -5, 4, 5, -4, -0.1, -1

Source: PubChem (several laboratories)
